Assay outcomes deposited in PubChem BioAssay by National Center for Advancing Translational Sciences (NCATS).
Eya2 phos inh – qHTS Assay for Inhibitors of the Phosphatase Activity of Eya2 | Protein phosphatase EYA2 (Homo sapiens), O00167 | recombinant Eya2, OMFP fluorescence dephosphorylation (OMFP is methylfluorescein phosphate) | Potency, µM (titrated, usually from 76.9 µM), inactives show at the highest dose activity, negative = inhibition, usual class: inhibitors | hit rate 0.006% among 330,000 | AID 488837, 2010; also: potency is read from the fitted curve at half-maximal effect; % is scaled to controls: 0 for no effect and ±100 for the full control effect
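Eya2 (0.2 uM) preincubated 10 min at ambient with compound, then OMFP substrate added at 50 uM; 10 min reaction in 50 mM HEPES pH 7.5, 50 mM NaCl, 5 uM MgCl2, 0.05% BSA, 1 mM DTT. Fluorescence read at Ex 485/Em 525 nm.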
ASM inhibitor – Inhibitors of Secretory Acid Sphingomyelinase (S-ASM): qHTS. hit rate 0.006% among 340,000. Sphingomyelin phosphodiesterase (Homo sapiens), P17405. placental ASM, HMU-PC fluorogenic substrate, 60 min. Potency, µM (doses to about 57.5 µM), inactives show at the top dose activity change, negative = inhibition, actives largely listed as inhibitors; also: potency is read from the fitted curve at half-maximal effect
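Fluorescence read-out (Ex 386 nm, Em 447 nm) after stopping the reaction at pH 10. Enzyme: ASM from human placenta; substrate HMU-PC0, 9 uM final; 60 min, 37 °C. Compound preincubation 10 min, ambient temperature.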
ELG1 repair inh – qHTS screen for small molecules that inhibit ELG1-dependent DNA repair in human embryonic kidney (HEK293T) cells expressing luciferase-tagged ELG1. HEK293T ELG1-luciferase reporter, luminescence, 16 h; DNA damage induced by 5-fluorouridine. Potency, µM (doses to about 46.1 µM), for inactives: top-dose activity change, negative = inhibition, hits mostly inhibitors. hit rate 2.3% among 330,000. AID 504467, 2011; also: potency is read from the fitted curve at half-maximal effect; % is scaled to controls: 0 for no effect and ±100 for the full control effect; nearly all actives have a fitted effect of over 55% in size
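Quantitative HTS, concentration-response format. 2,000 cells/well co-treated with 5-fluorouridine and compound, 16 hr in 5% CO2 at 37 °C; ONE-Glo luminescence read after 30 min.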
PTAP TSG101 blk – qHTS Assay for Iinhibitors of HIV-1 Budding by Blocking the Interaction of PTAP/TSG101; 340,000 tested, under 10 active; Fluorescence polarization, FITC-PTAP peptide / Tsg101 binding; Potency, µM (top dose mostly 115 µM), inactives show at the highest dose activity change, negative = inhibition, hits mostly inhibitors; AID 493005, 2010; active = well fitted inhibition curve with a large enough effect in the main read-out, with a control signal flat, not every such curve was filed as active; inconclusive = small, poorly fitted or top-dose-only effect, or effect the other way, or a change in a side signal; inactive = no such curve, though single readings can be large or run the other way; also: potency is read from the fitted curve at half-maximal effect; % of control where 0% means no effect
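FP read-out: FITC-PTAP peptide, 50 nM final, binding Tsg101 binding domain, 10 uM final; 20 min, r.t.; 10 mM HEPES pH 7.5, 0.15 M NaCl, 0.01% Tween 20, 3 mM EDTA, 0.1 mM TCEP.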
Tb PFK block – qHTS Assay to Find Inhibitors of T. brucei phosphofructokinase | ATP-dependent 6-phosphofructokinase (Trypanosoma brucei brucei), O15648 | T. brucei PFK, ADP-Glo luminescence | Potency, µM (highest dose often 57.5 µM), for inactives: top-dose activity, negative = inhibition, actives largely listed as inhibitors | hit rate 0.17% among 330,000;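 also: potency is read from the fitted curve at half-maximal effect; 0% = uninhibited 1x PFK enzyme wells and -100% = no-enzyme wells; nearly all actives have a fitted effect of over 60% in size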
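Activity is normalized to no-enzyme wells (full inhibition) and 1.25 nM enzyme wells (no inhibition). Reaction: 0.5 mM F6P, 0.1 mM ATP, 45 min RT, ADP-Glo luminescence; concentration-response curves fitted and classed by quality.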
Chronic BCR inh – qHTS Assay to Find Inhibitors of Chronic Active B-Cell Receptor Signaling; ABC-DLBCL IkBa-CBG/CBR reporter, luminescence ratio, 4 h; Potency, µM (doses to about 46.1 µM), for the others: top-dose ratio change, negative = lower green/red ratio, most hits filed as inhibitors; hit rate 0.05% among 340,000; AID 493014, 2011; active = well fitted inhibition curve with a large enough effect in the signal ratio, with a control signal flat, not every such curve was filed as active; inconclusive = small, poorly fitted or top-dose-only effect, or effect the other way, or a change in a side signal; the % refers to the signal ratio;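 also: potency is read from the fitted curve at half-maximal effect; plate controls were basal doxycycline-induced cells for no effect and cells given 10 µM MG132 for full effect; MG132 reads +100%, hits lower the ratio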
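Compounds up to 46 uM were incubated four hours with TMD8 cells whose green CBG68 luciferase is fused to IkappaBalpha; red CBR luminescence normalised the signal, and concentration-effect curves were fitted to fusion, red and ratio data.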
AT treatment – qHTS Assay for Identifying a Potential Treatment of Ataxia-Telangiectasia; hit rate 0.19% among 320,000; Potency, µM (titrated, usually from 57.5 µM), without a hit: at the highest dose activation, usual class: activators; […] A-T fibroblasts, KAP-1 phosphorylation AlphaLISA; neocarzinostatin DNA damage 30 min before lysis; AID 485349, 2010; also: potency is read from the fitted curve at half-maximal effect; % of control where 0% means no effect; nearly all actives have a fitted effect of over 45% in size
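hTERT-immortalized A-T patient fibroblasts ([…]), 500 cells/well in OPTI-MEM, 1% FBS, got compounds for 60 min, then NCS for 30 min at 37C. Lysates were then assayed for phospho-KAP-1 by AlphaLISA (anti-pKAP1 donor, anti-KAP1 acceptor beads), 6 hr at 25C.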
TSHR antag – Antagonists of the Thyroid Stimulating Hormone Receptor: HTS campaign; Thyrotropin receptor (Homo sapiens), P16473; TSHR-expressing cells, TSH-stimulated cAMP HTRF, 2 h; stronger effect = lower value; activity change, negative = inhibition, % at 11.5 µM; hit rate 0.2% among 330,000; AID 504810, 2011;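 active = activity change below a set negative limit, meaning inhibition stronger than a set level, cut at about -70% in these data; inconclusive = activity change between two set negative limits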; also: % is scaled to controls: 0 for no effect and ±100 for the full control effect
Target sequence (P16473 whole entry, looked up): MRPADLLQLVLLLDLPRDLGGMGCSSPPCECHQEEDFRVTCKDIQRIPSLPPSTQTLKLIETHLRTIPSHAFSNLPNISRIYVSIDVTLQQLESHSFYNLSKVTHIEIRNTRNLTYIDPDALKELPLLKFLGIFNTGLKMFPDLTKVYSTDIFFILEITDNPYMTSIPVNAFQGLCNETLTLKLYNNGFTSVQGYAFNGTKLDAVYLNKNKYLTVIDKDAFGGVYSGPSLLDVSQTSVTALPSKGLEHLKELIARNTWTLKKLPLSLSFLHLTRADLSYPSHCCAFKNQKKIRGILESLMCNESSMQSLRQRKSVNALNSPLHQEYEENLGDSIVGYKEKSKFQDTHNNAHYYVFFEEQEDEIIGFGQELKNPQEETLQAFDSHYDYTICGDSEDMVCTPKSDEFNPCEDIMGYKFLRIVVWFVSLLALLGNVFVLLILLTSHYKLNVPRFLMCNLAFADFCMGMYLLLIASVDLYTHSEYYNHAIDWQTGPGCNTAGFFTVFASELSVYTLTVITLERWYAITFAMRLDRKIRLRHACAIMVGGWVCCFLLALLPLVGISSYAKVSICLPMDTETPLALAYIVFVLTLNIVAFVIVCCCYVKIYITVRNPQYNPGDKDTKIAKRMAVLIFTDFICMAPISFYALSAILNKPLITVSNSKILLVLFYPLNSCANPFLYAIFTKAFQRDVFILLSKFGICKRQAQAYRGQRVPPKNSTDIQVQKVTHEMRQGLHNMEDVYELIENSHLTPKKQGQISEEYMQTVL
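Competitive HTRF cAMP read-out (cryptate anti-cAMP antibody, cAMP-d2; 30 min, room temperature) in freshly harvested TSHR cells. Compounds added before TSH at EC80 (4nM final), followed by 2 hours' incubation at 37 deg C.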
Mito fusion act – qHTS Assay for Small Molecule Inhibitors of Mitochondrial Division or Activators of Mitochondrial Fusion. S. cerevisiae fusion-defective mutant growth rescue, CellTiterGlo 48 h. Potency, µM (series often up to 46.1 µM), inactives show at the top dose growth rescue (activation), most hits filed as activators. hit rate 0.23% among 320,000;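 also: potency is read from the fitted curve at half-maximal effect; % of control where 0% means no effect; nearly all actives have a fitted effect of over 45% in size; temperature-sensitive fusion mutants such as fzo1-1 at 37 °C on non-fermentable ethanol glycerol medium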
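Temperature-sensitive fusion-defective S. cerevisiae (e.g. fzo1-1, mgm1-5) were grown with compound in YPEG medium (3% ethanol, 3% glycerol) for 48 hours at 37C. Growth rescue was measured as viability by CellTiterGlo luminescence after 10 minutes at ambient.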
a7 integrin act – qHTS for Activators of Integrin-Mediated Alleviation for Muscular Dystrophy. alpha7betagal myoblasts, beta-gal FDG fluorescence, 48 h. Potency, µM (doses to about 38.3 µM), without a hit: at the highest dose activation, usual class: activators. hit rate 0.064% among 350,000;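 also: potency is read from the fitted curve at half-maximal effect; 100% = response of the positive control SU9516; nearly all actives have a fitted effect of over 60% in size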
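Alpha7betagal+/- myoblasts (passage 13) were plated 16-24 hr, then exposed to compounds (1:260 dilution of DMSO stock) for 48 hours at 37C. After MPER lysis, β-galactosidase reporter activity was read as FDG fluorescence (ex 480/em 540) after 30 minutes.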
TCR activator – Activators of T cell receptors: qHTS campaign; Potency, µM (series often up to 9.22 µM), without a hit: top-dose activation of IL-2 secretion, actives largely listed as activators; primary human leukocytes, anti-CD3, IL-2 HTRF, 48 h; 330,000 tested, under 10 active; also: % of control where 0% means no effect
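Using a-CD3 beads without co-stimulation, primary human leukocytes were exposed to compounds for 48 hr. An HTRF IL-2 kit measured the cytokine, with europium-to-d2 energy transfer producing emission at 665nm upon 320nm excitation.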
Starred values were filed as active, the others as inactive; ? = inconclusive; / = no result given; [ ] = another dose, or the depositor's remark. Unless noted, calls follow the shape of the dose curve; as a rule, active = well fitted curve in the direction sought with a large enough effect; inconclusive = small, poorly fitted or top-dose-only effect, or another doubt; inactive = no such curve, though single readings can be large; an effect the other way counts as inactive or inconclusive.

Each structure is followed by: Eya2 phos inh	ASM inhibitor	ELG1 repair inh	PTAP TSG101 blk	Tb PFK block	Chronic BCR inh	AT treatment	TSHR antag	Mito fusion act	a7 integrin act	TCR activator
> CCOC(=O)c1ccc(NC(=O)COC(=O)Cc2csc(-c3ccccc3)n2)cc1
 : -9%	-16%	?	2%	7%	?	2%	-1	3%	14%	6%[46.1 µM]
> CCOC(=O)c1sc2ncnc(N3CCN(C(=O)OCC)CC3)c2c1C
 : 0%	-5%	?	-1%	-4%	-14%	6%	-11	12%	-45%	0%
> O=C1N/C(=C\c2ccc(N3CCOCC3)c(F)c2)C(=O)N1Cc1ccccc1
 : 7%	77%[activator]	22%	-2%	-1%	3%	-1%	-1	2%	12%	4%
> CC(C)C(C(=O)Nc1ccc2c(c1)OCO2)N1C(=O)c2ccccc2C1=O (stereo not drawn)
 : -19%	0%	7%	-13%	16%	-11%	-2%	13	-2%	11%	-2%
> COc1ccc(-c2c(C#Cc3ccsc3)c3ccccc3n2C)cc1
 : 3%	207%[activator]	?	-3%	0%	15%	13%	9	1%	-13%	-5%
> Cc1ccc(S(=O)(=O)N(C)C)cc1NC(=O)C(C)OC(=O)/C=C/c1cccs1 (stereo not drawn)
 : 4%	-2%	7%	-2%	11%	3%	11%	-18	-3%	-17%	-7%
> CN(C)S(=O)(=O)c1ccc(C(=O)NCCSc2ccccc2)cc1
 : -2%	0%	?	-2%	-1%	?	-5%	16	2%	3%	-5%
> COc1ccc2[nH]cc(CCNS(=O)(=O)c3ccc(C)cc3)c2c1
 : -5%	5%	?	-4%	0%	-9%	11%	-1	1%	-23%	0%
> CCOc1ccc(NC(=O)CN(C)C(=O)c2cn(-c3ccccc3)nc2-c2cccs2)cc1OCC
 : -1%	-4%	21µM*	/	3%	9%	0%	-9	-7%	0%	2%
> Cc1ccc(NC(=O)c2nc[nH]c2C(=O)NCCCNC(=O)c2[nH]cnc2C(=O)Nc2ccc(C)cc2)cc1
 : -2%	1%	5.2µM*	/	-4%	-2%	7%	-5	/	6%	-4%
> COc1ccc(NC(=O)CN(C)C(=O)c2cc(-c3ccco3)nc3ccccc23)cc1
 : -28%	/	18µM*	-5%	?	-3%	4%	0	-5%	10%	4%
> CC(OC(=O)c1ccc(S(=O)(=O)NCc2ccco2)cc1)C(=O)Nc1ccccc1 (stereo not drawn)
 : -10%	-5%	9%	2%	0%	?	-28%	11	/	17%	-10%
> CC(NC(=O)Cc1ccccc1)C1COc2ccccc2O1 (stereo not drawn)
 : -2%	0%	-1%	2%	-3%	0%	-3%	21	1%	-8%	3%
> COc1ccc(NC(=O)C(C)Sc2nnc(C3CC3)n2C2CC2)cc1 (stereo not drawn)
 : 8%	2%	3%	-2%	5%	6%	-7%	15	-6%	11%	-27%
> CSc1ccc(/C=N/NC(=O)COc2ccc(Br)cc2Cl)cc1
 : -1%	-5%	0%	0%	0%	?	10%	33	13%	32%	-2%[46.1 µM]
> COc1ccc(-n2cc(CN[C@H]3CCCCNC3=O)c(-c3cccc(F)c3)n2)cc1
 : 3%	0%	?	-6%	-4%	?	-19%	-6	-4%	-9%	-1%
> COC(=O)Nc1ccc(S(=O)(=O)N2CCCC(C(=O)N3CC(C)OC(C)C3)C2)cc1 (stereo not drawn)
 : -14%	1%	10%	-3%	-7%	?	2%	5	14%	-25%	1%
> Cc1cc(C)c(S(=O)(=O)N2CCCCC2CCNC(=O)C(=O)NCc2cccnc2)c(C)c1 (stereo not drawn)
 : -29%	0%	-18%	-4%	-1%	-2%	3%	11	11%	-10%	1%
> O=S(=O)(NCCSc1ccc(Cl)cc1)c1ccc(F)cc1
 : -3%	-3%	-6%	0%	-2%	/	7%	-18	12%	4%	13%
> CN(C)C(=O)c1ccc(-n2nc(C(F)(F)F)c3c2CCCC3)cc1
 : -10%	-1%	-13%	-3%	-3%	3%	-4%	8	-1%	11%	-1%
> O=C(O)CCN1C(=O)c2ccc(Oc3ccc4c(c3)C(=O)N(CCC(=O)O)C4=O)cc2C1=O
 : 6%	1%	?	1%	3%	15%	1%	5	5%	1%[7.66 µM]	-7%
> COC(=O)c1cccc(NC(=S)N2CCCCC2)c1
 : 2%	3%	16%	-2%	6%	0%	7%	30	-2%	-13%	-1%
> CCC1C(=O)Nc2nc(-c3ccccc3)c(-c3ccccc3)n2N=C1C (stereo not drawn)
 : 3%	-5%	-4%	9%	1%	-21%	6%	-8	16%	-22%	9%
> NCCc1nnc(SCc2ccc(F)cc2)o1
 : 12%	-9%	13%	-1%	1%	4%	-1%	17	-4%	9%	-1%
> CCOC(=O)c1[nH]c2ccc(Br)cc2c1NC(=O)CCN1CCN(C(=O)OCC)CC1
 : -3%	-2%	?	-10%	2%	9%	-3%	-1	-2%	-3%	-5%
> CCOc1ccc(CCNC(=O)Cc2ccc(S(=O)(=O)N3CCOCC3)s2)cc1OCC
 : -5%	8%	-16%	1%	-2%	1%	7%	-12	1%	-11%	-3%
> COC(C(=O)Nc1ccnn1C1CCN(Cc2ccccn2)CC1)c1ccccc1 (stereo not drawn)
 : -6%	10%	29%	-3%	-3%	?	32%	0	0%	5%	6%
> C=CCNc1nc(-c2ccccn2)nnc1-c1ccccc1
 : 20%	-1%	?	-2%	5%	-8%	-1%	-5	1%	16%	-1%
> COc1ccc(C(=O)c2cn[nH]c2-c2cc(C)ccc2O)cc1
 : 9%	2%	6%	-9%	-2%	?	-3%	-11	17%	13%	-13%
> CC(C)c1ccc(-c2nnn(CC(=O)N3CCCCC3)n2)cc1
 : -2%	7%	?	-3%	2%	-2%	2%	-13	-1%	17%	3%

3 structures out of the list, ordered by length of the SMILES, largest number first:
Each structure is followed by: Eya2 phos inh	ASM inhibitor	ELG1 repair inh	PTAP TSG101 blk	Tb PFK block	Chronic BCR inh	AT treatment	TSHR antag	Mito fusion act	a7 integrin act	TCR activator
> COc1ccc2[nH]cc(CCNS(=O)(=O)c3ccc(C)cc3)c2c1
 : -5%	5%	?	-4%	0%	-9%	11%	-1	1%	-23%	0%
> COc1ccc(NC(=O)C(C)Sc2nnc(C3CC3)n2C2CC2)cc1 (stereo not drawn)
 : 8%	2%	3%	-2%	5%	6%	-7%	15	-6%	11%	-27%
> COc1ccc(-c2c(C#Cc3ccsc3)c3ccccc3n2C)cc1
 : 3%	207%[activator]	?	-3%	0%	15%	13%	9	1%	-13%	-5%

Single records, from the list above. Values in the order: Eya2 phos inh	ASM inhibitor	ELG1 repair inh	PTAP TSG101 blk	Tb PFK block	Chronic BCR inh	AT treatment	TSHR antag	Mito fusion act	a7 integrin act	TCR activator
COc1ccc(C(=O)c2cn[nH]c2-c2cc(C)ccc2O)cc1 is listed with 9%	2%	6%	-9%	-2%	?	-3%	-11	17%	13%	-13%
CCOC(=O)c1ccc(NC(=O)COC(=O)Cc2csc(-c3ccccc3)n2)cc1 is listed with -9%	-16%	?	2%	7%	?	2%	-1	3%	14%	6%[46.1 µM]
CCC1C(=O)Nc2nc(-c3ccccc3)c(-c3ccccc3)n2N=C1C (stereo not drawn) is listed with 3%	-5%	-4%	9%	1%	-21%	6%	-8	16%	-22%	9%
